LRH-1 inv ag – suppresses constitutive activity of human LRH-1 | inhibition, % at 3.6 µM | hit rate 0.13% among 360,000 | HEK293T StAR-luciferase reporter, LRH-1 transfected, 24 h | AID 602396;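 active means inhibition above the mean inhibition of all tested compounds plus 3 SD, cut at about 73% in these data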;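 further: 0% = DMSO wells and 100% = reporter-only cells lacking LRH-1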
SRC2 inh – human SRC2 (NCOA2) inhibition | Q15596 | HEK293 GAL4-SRC2 luciferase reporter, luminescence | inhibition, % at 9 µM | hit rate 0.17% among 370,000;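 active means inhibition above the mean inhibition of all tested compounds plus 3 SD, set per campaign, cut at about 52% in these data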;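 further: 0% = DMSO treated cells and 100% = cells given Gossypol at 36 µM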
SRC1 inh – human NCOA1 inhibition; HEK293 GAL4-SRC1 luciferase reporter, luminescence; inhibition, % at 3.6 µM; Q15788; hit rate 0.12% among 360,000; AID 588354;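 active means inhibition above the campaign mean plus 3 SD, with each screening campaign given its own cutoff, cut at about 60% in these data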;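 further: 0% = DMSO treated cells and 100% = gossypol at 36 µM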
TROY NFkB inh – inhibitors of TROY-dependent NF-kB signaling; Q293 LMP1-TROYcd NF-kB luciferase reporter, 4 h; inhibition, % at 10 µM; hit rate 0.98% among 360,000; AID 1347056;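 active means compounds whose plate-normalised and pattern-corrected inhibition of the luciferase reporter signal at the single screening dose is 50% or more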
TLR9-MyD88 inh – inhibitors of human TLR9-MyD88 binding. CHO BLA complementation TLR9-MyD88, CCF4 FRET ratio. hit rate 0.21% among 340,000. Q9NR96+Q99836. inhibition, % at 4.98 µM;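 active means inhibition above the mean over all tested compounds plus 3 SD, cut at about 21% in these data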;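 further: 0% = DMSO only wells and 100% = clavulanate BLA inhibitor control wells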
NR2F2 inh – NR2F2 (human) inhibition, primary screen; hit rate 0.7% among 370,000; P24468; HEK293T NGFI-A luciferase reporter, luminescence; inhibition, % at 8.6 µM;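 active means inhibition above a per-plate cutoff, mean inhibition of test wells between control levels plus 3 SD, cut at about 38% in these data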;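 further: cells cotransfected with COUP-TFII expression vector driving the NGFI-A reporter; 0% = median of COUP-TF2 test wells and 100% = reporter-only cells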
Vif imaging – blocks HIV Vif function. HEK293T cells, Vif self-association by quenched fluorescence, imaging, 24 h. inhibition, % at 7.49 µM. hit rate 0.35% among 340,000. AID 602346; in the data active means inhibition above about 50%, passing the limit was not always enough; inconclusive means no clear call, values can overlap the other calls; inactive means below about 31%; further: some results filed as inactive read as strong as hits
NCOA3 inh – human NCOA3 inhibition; HEK293 GAL4-SRC3 luciferase reporter, luminescence; Q9Y6Q9; inhibition, % at 3.6 µM; hit rate 0.17% among 360,000; AID 588352;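 active means inhibition above a per-campaign cutoff, the mean of all compounds plus 3 SD, cut at about 60% in these data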;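 further: 0% = DMSO-treated cells and 100% = gossypol-treated cells at 36 µM; higher means less SRC3-driven luciferase light from the GAL4 reporter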
Target sequence (Q9Y6Q9 whole entry, looked up, the tested form may be a part): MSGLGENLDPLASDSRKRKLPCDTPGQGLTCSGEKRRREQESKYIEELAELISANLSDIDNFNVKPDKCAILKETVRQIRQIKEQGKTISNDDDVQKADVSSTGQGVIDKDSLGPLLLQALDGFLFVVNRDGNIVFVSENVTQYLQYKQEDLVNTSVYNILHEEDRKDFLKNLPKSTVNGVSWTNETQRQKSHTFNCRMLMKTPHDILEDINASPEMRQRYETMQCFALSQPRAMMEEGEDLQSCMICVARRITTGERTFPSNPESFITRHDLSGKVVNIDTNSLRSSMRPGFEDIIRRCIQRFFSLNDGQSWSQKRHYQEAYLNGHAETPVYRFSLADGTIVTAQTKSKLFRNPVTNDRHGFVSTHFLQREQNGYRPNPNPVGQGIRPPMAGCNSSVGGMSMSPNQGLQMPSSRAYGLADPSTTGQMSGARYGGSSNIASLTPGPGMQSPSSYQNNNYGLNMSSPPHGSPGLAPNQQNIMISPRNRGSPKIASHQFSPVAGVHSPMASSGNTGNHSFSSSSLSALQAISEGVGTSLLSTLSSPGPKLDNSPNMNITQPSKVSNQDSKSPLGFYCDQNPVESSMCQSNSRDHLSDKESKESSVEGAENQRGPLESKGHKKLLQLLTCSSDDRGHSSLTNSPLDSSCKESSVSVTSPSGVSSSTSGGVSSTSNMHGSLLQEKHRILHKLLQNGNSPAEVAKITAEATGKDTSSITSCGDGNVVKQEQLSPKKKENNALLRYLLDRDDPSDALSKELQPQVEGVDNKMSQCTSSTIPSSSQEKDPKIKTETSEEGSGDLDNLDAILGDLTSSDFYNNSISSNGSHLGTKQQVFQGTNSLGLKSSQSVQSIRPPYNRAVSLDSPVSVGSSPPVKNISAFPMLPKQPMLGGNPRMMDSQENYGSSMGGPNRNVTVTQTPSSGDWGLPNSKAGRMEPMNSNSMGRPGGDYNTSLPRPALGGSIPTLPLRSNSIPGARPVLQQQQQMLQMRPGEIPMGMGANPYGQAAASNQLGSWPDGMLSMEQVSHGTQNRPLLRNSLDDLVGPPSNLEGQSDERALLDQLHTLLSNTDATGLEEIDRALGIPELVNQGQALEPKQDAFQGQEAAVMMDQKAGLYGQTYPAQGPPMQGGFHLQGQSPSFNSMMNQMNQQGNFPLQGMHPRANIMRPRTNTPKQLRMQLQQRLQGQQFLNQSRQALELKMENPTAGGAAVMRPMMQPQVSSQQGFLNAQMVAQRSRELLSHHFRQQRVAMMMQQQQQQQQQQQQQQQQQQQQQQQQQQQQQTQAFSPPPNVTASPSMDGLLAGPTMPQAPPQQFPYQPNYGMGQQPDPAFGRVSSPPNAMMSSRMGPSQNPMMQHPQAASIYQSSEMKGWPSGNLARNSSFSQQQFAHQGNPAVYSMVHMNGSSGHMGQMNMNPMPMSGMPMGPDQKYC
NOD2 RIPK2 PPI – blocks binding of human NOD2 to RIPK2; inhibition, % at 4.98 µM; hit rate 0.38% among 360,000; O43353; CHO BLA complementation NOD2-RIPK2, CCF4 ratio; in the data active means inhibition above about 21%;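 further: 0% = vehicle only and 100% = reference blocker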
LMP1 NFkB inh – reduces LMP1-driven NF-kappaB luciferase signal | hit rate 0.69% among 350,000 | LMP1-induced NF-kappaB luciferase reporter cells, luminescence | inhibition, % at 12.5 µM; in the data active means inhibition above about 41%; inconclusive means no clear call, values can overlap the other calls;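 further: 0% = neutral control wells and 100% = reference inhibitor control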
C8 TRAIL sens – caspase-8 TRAIL sensitization. NB7+C8 cells + TRAIL, ATPlite viability luminescence. inhibition (viability loss, TRAIL sensitization), % at 10 µM. hit rate 1% among 360,000;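 active means compounds causing at least 50% loss of cell viability in the single-dose screen, relative to plate controls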
An asterisk follows results filed as active; ? = inconclusive; . = no result given.

SMILES	LRH-1 inv ag	SRC2 inh	SRC1 inh	TROY NFkB inh	TLR9-MyD88 inh	NR2F2 inh	Vif imaging	NCOA3 inh	NOD2 RIPK2 PPI	LMP1 NFkB inh	C8 TRAIL sens
Cc1ccc(C(=O)OCC(=O)N(C)c2ccccc2)cc1C	-38	-4	-1	-26	-15	-1	10	-26	0	-4	-2
Cn1c(=NC(=O)c2cccc([N+](=O)[O-])c2)sc2ccccc21	-58	-84	-90	-51	-7	-53	9	-103	-1	-96	57*
Cc1ccc(C)c(S(=O)(=O)N2CCN(c3nc(-c4cccnc4)nc4ccccc34)CC2)c1	-1	-4	-1	12	-1	10	-15	3	-9	0	35
NC(=S)N/N=C/c1c(O)ccc2ccccc12	40	13	20	11	11	6	3	16	16	0	33
NC(=O)CC(NC(=O)Cc1ccc(Cl)cc1)c1ccc(NC2CC3CCC2C3)c([N+](=O)[O-])c1 (stereo not drawn)	13	12	5	-21	10	9	-14	9	2	5	-5
O=CN1CCN(C(=O)c2ccc(-c3nc4ccccc4s3)s2)CC1	-130	-68	-56	-9	3	-6	0	-42	6	-33	24
CC(C)(C)n1nnnc1C(c1cc2ccccc2o1)N(CCC#N)Cc1ccccc1 (stereo not drawn)	-9	3	.	7	.	4	.	.	-4	.	2
C#CCNC(=O)C1=C[C@H](c2csc3ccccc23)C[C@H](OCCCCO)O1	10	-21	-22	12	1	10	.	3	-5	3	7
O=C(OCC(O)C(O)C(O)C(SCc1ccccc1)SCc1ccccc1)c1ccccc1 (stereo not drawn)	-3	6	-2	29	2	-9	22	-11	6	0	1
COc1ccc(C/C(N)=N/OC(=O)CCc2ccccc2)cc1	-4	-21	8	-20	6	-21	7	4	3	-1	-11
COc1ccc(C(=O)Nc2ccccc2C(=O)N2CCCCCC2)cc1	11	-10	5	-30	0	1	1	-17	-9	-10	19
CC(=O)NC(Cc1cnc[nH]1)C(=O)O (stereo not drawn)	-12	-9	-19	6	-10	-8	12	-2	-12	6	-1
COc1ccc(C(=O)Nc2nc(-c3ccc(OC)cc3)c(-c3ccc([N+](=O)[O-])cc3)s2)cc1	-3	12	-5	0	-8	3	-1	14	-12	0	-4
COc1ccc(CC(=O)Nc2nnc(SCc3ccccc3)s2)cc1S(=O)(=O)N1CCOCC1	5	5	-31	31	-6	9	-2	-4	0	-2	-10
CC(OC(=O)c1ccc(NS(=O)(=O)c2ccc3[nH]c(=O)[nH]c3c2)cc1)C(N)=O (stereo not drawn)	-9	-1	-16	-6	4	2	-6	-10	-4	2	8
CC(C)Cn1cnc2sc3c(c2c1=N)CCCC3	15	13	-11	10	3	-12	.	0	-6	-3	9
Cn1cccc1C(=O)Nc1nc(-c2ccccn2)cs1	-106	-58	-58	-77	1	-41	-4	-30	-1	42*	15
COCCNS(=O)(=O)c1cc2[nH]c3c(c2cc1C)C(=O)CC(C)(C)C3	-3	11	12	-6	-7	14	7	13	-2	9	1
O=C1NC(Cc2ccccc2)c2nc3ccc(Cl)cc3c(=O)n2-c2ncccc21 (stereo not drawn)	16	-1	-11	3	-2	6	0	16	-3	-6	-4
CCCCC(=O)Nc1ccc2c(c1)nc(CCN1CCOCC1)n2C	-1	4	-2	8	-15	-7	6	-4	1	0	8

Results in NOD2 RIPK2 PPI and LRH-1 inv ag, for 3 of the compounds above:
Compound	NOD2 RIPK2 PPI	LRH-1 inv ag
C#CCNC(=O)C1=C[C@H](c2csc3ccccc23)C[C@H](OCCCCO)O1	-5	10
O=C(OCC(O)C(O)C(O)C(SCc1ccccc1)SCc1ccccc1)c1ccccc1 (stereo not drawn)	6	-3
COc1ccc(C/C(N)=N/OC(=O)CCc2ccccc2)cc1	3	-4

Continuation.
SMILES	LRH-1 inv ag	SRC2 inh	SRC1 inh	TROY NFkB inh	TLR9-MyD88 inh	NR2F2 inh	Vif imaging	NCOA3 inh	NOD2 RIPK2 PPI	LMP1 NFkB inh	C8 TRAIL sens
O=C(NCCCN1CCOCC1)c1cccc(S(=O)(=O)NCc2ccccc2)c1	-3	-15	7	9	9	12	-4	17	-120	2	7
COc1ccc(-c2c(-c3ccsc3)oc3ccc(N4CCOCC4)cc23)cc1	-6	-53	-2	13	-3	-11	-3	3	2	-19	6
CCN1C(=Nc2ccc(Cl)cc2)SC/C1=C\C(=O)OC	-45	-5	-13	-26	0	0	-11	-33	-9	-6	-15
CCCNC(=O)C1CC(=O)N(c2ccc(OCc3ccc(F)cc3)cc2)C1 (stereo not drawn)	-121	-74	-105	21	-13	-50	13	-90	-11	-21	29
COc1ccccc1C(=O)OCC(=O)NC12CC3CC(CC(C3)C1)C2	-11	-9	-7	-40	-3	-20	0	-51	-5	-21	9
Cc1cc(=O)oc2c(C(=O)c3ccccc3)c(OCC(N)=O)ccc12	13	10	2	-16	.	-1	10	14	-8	.	-8
Cc1cccc(C)c1OCC(O)CNS(=O)(=O)c1ccccc1C(=O)N1CCOCC1 (stereo not drawn)	3	-20	-18	3	0	7	.	10	-14	-5	-2
CCOc1cc(C2NN=C(c3ccc(C)cc3)S2)ccc1O (stereo not drawn)	-108	-25	-92	-65	21*	-50	7	-67	15	-15	39
O=c1c2ccccc2c(-c2ccccc2)nn1Cc1c(Cl)cccc1Cl	-11	-13	0	-14	-15	-3	13	12	1	-9	-2
CSc1ncc(C(=O)NCCCc2ccccc2)c(C)n1	2	-1	-9	-6	-3	5	8	-2	1	-9	-2
O=C(Cn1cc2c(n1)CCCC2)NCCCN1CCN(Cc2ccccc2)CC1	4	-5	-50	7	-5	15	-5	8	3	0	-2
CCc1nn(CC(=O)N2CCN(CC)CC2)c(=O)c2cccn12	7	2	21	-10	-1	4	.	-3	4	8	-5
COC(=O)c1cc2c(s1)-c1ccc(OC)cc1CC2	-45	-34	-42	-70	-5	-20	-8	-63	-4	-31	-13
CC1Cc2ccccc2N1C(=O)CSc1nc2c(c(=O)n(C)c(=O)n2C)n1Cc1ccc(F)cc1 (stereo not drawn)	0	3	2	2	-6	4	8	0	-10	0	12
COc1ccc(NC(=O)COc2ccccc2F)cc1S(=O)(=O)N1CCCCC1	12	-51	-27	-11	-7	13	-1	-6	-6	2	15
Cc1cccc2c(=O)c(C(=O)NCCCN3CCOCC3)c[nH]c12	-1	13	-1	18	-3	8	.	4	-4	-12	9
COCCn1c(=S)[nH]c2cc(C(=O)NC3CCCCCC3)ccc2c1=O	4	-9	11	-4	-8	-6	-16	13	-3	2	11
COc1ccc(-n2cc(CN(C)C(C)c3ccncn3)c(-c3cccc(F)c3)n2)cc1 (stereo not drawn)	-4	3	21	-16	5	23	7	13	0	2	9
CCOC(=O)NC(O)C(=O)c1ccc(F)cc1 (stereo not drawn)	7	-2	2	-12	14	-2	7	2	-9	-2	-3
C=CCNC(=O)CC(=O)N/N=C/c1ccc(C(=O)OC)cc1	8	-3	1	-3	-7	0	.	5	-12	7	4
Cc1ccc(SCC(=O)NC(=O)NC2CCCC2)c(C)c1	5	-23	-4	-10	-6	-11	-2	9	4	-4	-11
CN(C)c1ccc(/C=C/C#N)cc1	-3	-12	-8	7	-9	-11	2	29	-4	0	-2
O=C(Nc1cc(C(F)(F)F)ccc1N1CCOCC1)c1ccc[n+]([O-])c1	8	-19	-3	15	6	9	-4	4	10	-4	-6
O=c1c2ccccc2ncn1CCCSc1ccccc1	-42	7	-19	-28	-3	-8	.	-21	-3	-17	-2
COc1ccccc1N1CC(C(=O)Nc2nc(C)cs2)CC1=O (stereo not drawn)	-10	20	-5	11	5	-18	-3	4	7	-3	-12
COc1ccc(C(=O)Nc2ccc3c(c2)C(=O)NC3=O)cc1	12	3	6	-21	-4	-24	1	15	-2	4	4
CCOC(=O)C1CCN(C(=O)/C=C/c2ccc(S(=O)(=O)N3CCOCC3)cc2)CC1	4	7	-4	11	2	13	?	5	-8	7	-5
COC(=O)c1cccnc1-n1c(=O)c2cccnc2n(Cc2ccc(Cl)cc2)c1=O	-8	-7	8	-15	-9	10	-2	3	4	-4	-18
Cc1cc(C)c(NS(=O)(=O)c2ccc3c(c2)oc(=O)n3C)c(C)c1	-9	21	-49	-12	2	-7	-2	-11	-7	7	-16
Cn1c(=O)c2cc(S(=O)(=O)NCCC(=O)N3CC=C(c4ccccc4)CC3)ccc2n(C)c1=O	-5	28	9	12	7	0	9	-3	-7	6	6
O=C(O)c1cc(N=Cc2c(O)c3ccccc3oc2=O)ccc1O	12	-10	9	5	15	10	-3	14	14	3	4
N#Cc1ccc(N2CCCNCC2)nc1	11	-3	18	26	10	8	14	13	-8	4	-8
COc1ccc(C(CNC(=O)c2cccc(S(=O)(=O)Nc3ccccc3OC)c2)N2CCCC2)cc1 (stereo not drawn)	1	-38	-24	-16	14	-7	6	16	1	-9	0
CCNc1nc(NC(C)C)nc(N(C)C#N)n1	11	5	-2	2	3	-4	-2	2	7	-5	13
COc1ccc(/C=N/N=C2/NC(=O)C(CC(=O)NC(C)C)S2)cc1 (stereo not drawn)	0	-10	-3	14	-4	16	2	10	0	3	0
CCOc1ccc(C2=[N+]([O-])C(C)(C)N(O)C2(C)C)cc1	11	-26	-2	-4	-10	5	2	-1	-6	5	-5
CCOC(=O)c1ccc(NC2OC(=O)c3ccccc32)cc1 (stereo not drawn)	-10	-17	-12	15	2	-5	21	-13	-7	-10	-12
O=C(NCCCN1CCCCC1)C1CCN(c2ncnc3c2nc2n3CCCCC2)CC1	2	-38	3	-9	-6	-15	-5	1	2	-6	-18
CCN(CC)S(=O)(=O)c1ccc2c(c1)nc(CCC(=O)O)n2C	16	1	3	1	-2	-5	3	-3	-2	-2	-8
O=C(O)Cn1cc(C(=S)N2CCOCC2)c2ccccc21	25	-14	15	-11	-2	-7	.	-10	-4	14	-11
O=c1[nH]c2ccccc2n1CCCSCCCn1c(=O)[nH]c2ccccc21	0	6	9	40	5	19	-6	7	-2	26	-8
CC[C@@]12C(=O)N(c3ccccc3)C(=O)N1[C@H](c1ccc(OC)cc1)[C@@H]1C(=O)N(C(C)(C)C)C(=O)[C@@H]12	17	-6	-9	2	-10	10	-5	9	5	1	-14
CC(C)C(C(=O)NCC1CCCO1)N(CC1CCCO1)C(=O)CNS(=O)(=O)c1ccccc1 (stereo not drawn)	-6	2	4	2	5	-3	4	-45	2	1	9
Cc1ccc(NC(=O)CCC(=O)n2nc(C)cc2C)c(C)c1	8	6	2	-5	1	-5	0	15	-7	7	-1
Cc1[nH]c2ccccc2c1/C=N/NC(=O)c1cccc(S(=O)(=O)Nc2ccccc2Cl)c1	-16	13	16	-7	2	13	11	-17	-2	-1	3
CC(Oc1ccc(C(C)(C)C)cc1)C(=O)NC1CC(C)(C)NC(C)(C)C1 (stereo not drawn)	16	18	12	0	-3	21	-29	-4	-9	5	7
NC(=O)c1ccc(NC(=O)Cn2c(=O)n(-c3ccccc3)c(=O)c3oc4ccccc4c32)cc1	11	7	-6	19	1	12	15	-1	-9	2	-2

The list is partial; count on the stated rates, not on these rows.
